SRC2 TRFRET art: flags TR-FRET format artefacts in PPARgamma SRC-2 recruitment agonist screen; TR-FRET ratio at 8 µM; 200,000 compounds, 0.4% hits; TR-FRET artefact counter-screen; hits give high values; in the data active = TR-FRET ratio above about 2000; note: inactives centre near 1500
ROMK mod: human ROMK K+ channel modulation, primary screen. P48048. Tet-inducible ROMK, thallium flux fluorescence; actives lie on both sides. B-score at 10 µM. 130,000 compounds, 2% hits. AID 1918;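 active = signal ratio slope over the read window, or its plate-corrected B-score, at least 3 SD from the plate mean, either direction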;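 note: B-score of the F/F0 ratio slope over 7 to 12 s after thallium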
G6PDH counter: counter-screen for G6PDH assay hits: L. mesenteroides G6PDH inhibition; AID 1020; Purified L. mesenteroides G6PDH, diaphorase/resazurin coupled fluorescence, 45 min; 200,000 compounds, 0.12% hits; inhibition, % at 5 µM; in the data active = inhibition above about 50%
PMI act: increases human mannose-6-phosphate isomerase activity; P34949; purified human PMI, coupled resazurin fluorescence, 20 min; hits give high values; 1 = vehicle control, 0 substrate-free wells; activation factor at 20 µM; 190,000 compounds, 0.005% hits; AID 1214;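 active = activation factor of 2 or more at 20 µM, relative to plate controls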
Target sequence (P34949 whole entry, looked up): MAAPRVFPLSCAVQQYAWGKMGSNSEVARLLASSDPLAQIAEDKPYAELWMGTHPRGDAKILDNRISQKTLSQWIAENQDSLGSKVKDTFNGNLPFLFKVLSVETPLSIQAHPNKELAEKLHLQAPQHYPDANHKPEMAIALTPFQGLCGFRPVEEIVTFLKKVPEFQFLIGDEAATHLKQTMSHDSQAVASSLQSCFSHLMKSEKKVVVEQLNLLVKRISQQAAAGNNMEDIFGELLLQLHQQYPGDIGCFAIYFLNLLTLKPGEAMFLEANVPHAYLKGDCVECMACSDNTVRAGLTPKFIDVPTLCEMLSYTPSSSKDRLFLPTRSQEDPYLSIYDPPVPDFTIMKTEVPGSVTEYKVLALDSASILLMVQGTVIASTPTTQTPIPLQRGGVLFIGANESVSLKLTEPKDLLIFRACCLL
Diaph act CS: activates diaphorase or chemically reduces, flagging diaphorase assay artifacts. Diaphorase/resazurin coupled assay, resorufin fluorescence, 16 min; hits give high values; 1 = vehicle wells, 0 = NADH-free wells. 190,000 compounds, 0.005% hits. activation factor at 20 µM;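 active = diaphorase activity raised at least twofold by the compound at 20 µM; inactive = activation factor below 2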
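Assay system: Purified diaphorase enzyme from Clostridium kluyveri | Amount: Enzyme 0.07 U/mL final | Dosing: Compound 20 µM once, DMSO 1% | Timing: 16 min reaction at room temperature | Detection: Fluorescence, excitation 544 nm and emission 590 nm | Evaluation: Higher resorufin formation from activation or reduction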
PPARg SRC1 recr: promotes SRC-1 coactivator recruitment by human PPARgamma; P37231; PPARgamma-SRC-1 coactivator recruitment biochemical assay; activation, % at 8 µM; 200,000 compounds, 0.41% hits; in the data active = activation above about 19%;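 note: 0% = DMSO and 100% = reference agonist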
Target sequence (P37231 whole entry, looked up): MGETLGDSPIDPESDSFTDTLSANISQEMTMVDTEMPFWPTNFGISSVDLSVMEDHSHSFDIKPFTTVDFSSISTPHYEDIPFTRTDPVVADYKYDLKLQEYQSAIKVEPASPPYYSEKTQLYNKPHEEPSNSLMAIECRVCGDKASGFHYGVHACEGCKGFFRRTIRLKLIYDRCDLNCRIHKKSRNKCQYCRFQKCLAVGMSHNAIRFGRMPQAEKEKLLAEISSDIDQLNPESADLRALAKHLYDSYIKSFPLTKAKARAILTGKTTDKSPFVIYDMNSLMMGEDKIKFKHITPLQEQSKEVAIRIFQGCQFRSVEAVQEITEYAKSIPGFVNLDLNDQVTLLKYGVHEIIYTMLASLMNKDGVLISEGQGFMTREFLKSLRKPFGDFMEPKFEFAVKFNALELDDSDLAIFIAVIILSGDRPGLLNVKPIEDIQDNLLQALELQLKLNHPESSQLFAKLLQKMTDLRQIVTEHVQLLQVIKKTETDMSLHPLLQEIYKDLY
PPARg SRC-3 ag: PPARgamma-driven SRC-3 recruitment agonism; 200,000 compounds, 0.26% hits; P37231; AID 731; biochemical PPARgamma/SRC-3 coactivator recruitment assay; activation, % at 8 µM; in the data active = activation above about 23%;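 note: 0% = DMSO and 100% = reference agonist; some compounds past the cut are filed as inactive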
PPARg SRC2 recr: PPARgamma-driven SRC-2 recruitment agonism; P37231; 200,000 compounds, 0.34% hits; PPARgamma LBD-SRC-2 recruitment, biochemical; activation, % at 8 µM; in the data active = activation above about 22%;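 note: 0% = vehicle and 100% = reference agonist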
S1P3 antag: S1P3 (human) receptor antagonism | CHO S1P3 NFAT-BLA reporter, FRET fluorescence, antagonist mode | inhibition, % at 4.98 µM | 170,000 compounds, 0.27% hits | AID 485;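 active = inhibition above the plate cutoff, the mean inhibition of test wells on that plate plus 3 SD, cut at about 28% in these data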;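 note: cells challenged with S1P at its EC80 of 0.8 µM; blue over green emission ratio from cleaved BLA substrate after 4 h stimulation; 0% = S1P-stimulated wells and 100% = unstimulated DMSO-only wells; some compounds past the cut are filed as inactive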
Diaph inh CS: inhibits diaphorase or chemically oxidizes, flagging diaphorase assay artifacts. 190,000 compounds, 0.69% hits. diaphorase resazurin-to-resorufin fluorescence, NADH, 16 min; bacterial (C. kluyveri) enzyme, not human. AID 1217. inhibition, % at 20 µM;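 active = primary screen inhibition at 20 µM above a set limit, cut at about 50% in these data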;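 note: plate controls were DMSO with full reaction for no effect and wells lacking NADH for full effect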
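material = Clostridium kluyveri diaphorase enzyme | amount = 0.14 U/mL diaphorase, enzyme working solution | schedule = incubation 16 min, room temperature | detection = fluorescence of resorufin formed from resazurin, Ex 544/Em 590 nm | benchmarks = positive control minus NADH, DMSO neutral control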
PMI act hi M6P: PMI (human) activation, high substrate; P34949; coupled PMI enzyme assay, resazurin fluorescence, 20 min; hits give high values; 1 = untreated enzyme, 0 = substrate-free blank; activation factor at 20 µM; 190,000 compounds, 0.34% hits; AID 1216;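 active = activation factor of 2 or more at 20 µM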
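Technique: Diaphorase-driven resazurin-to-resorufin fluorescence, excitation 544, emission 590 nm | Assay system: Human PMI in coupled enzyme assay | Times: Enzyme reaction with compound 20 min at room temperature | Medium: HEPES-buffered pH 7.4 with magnesium and detergent | Reagent: Mannose-6-phosphate 1.0 mM (near-saturating) plus 0.22 mM NADP+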
An asterisk follows results filed as active. Not all compounds are listed; the hit share may differ from the screen's.

Screening Oc1ccccc1/C=N/NP(=S)(c1ccccc1)c1ccccc1 returned SRC2 TRFRET art 1757, ROMK mod -0.015, G6PDH counter 2, PMI act 0.9, Diaph act CS 1, PPARg SRC1 recr 6, PPARg SRC-3 ag 2, PPARg SRC2 recr 6, S1P3 antag -7, Diaph inh CS 4 and PMI act hi M6P 0.9.
Cc1ccccc1N1C(=O)NC(=O)/C(=C\c2cc(C)n(C)c2C)C1=O was read as SRC2 TRFRET art 1554, ROMK mod 0.94, G6PDH counter 6, PMI act 1.1, Diaph act CS 1, PPARg SRC1 recr -7, PPARg SRC-3 ag -1, PPARg SRC2 recr -3, S1P3 antag -1, Diaph inh CS 0 and PMI act hi M6P 1.1.
`CN1C2CCC1CC(OC(=O)c1ccc(Cl)cc1)(C(=O)O)C2` (centres undefined) gave SRC2 TRFRET art 1639, ROMK mod 0.66, G6PDH counter -1, PMI act 1.2, Diaph act CS 0.9, PPARg SRC1 recr 7, PPARg SRC-3 ag 2, PPARg SRC2 recr 14, S1P3 antag -30, Diaph inh CS 8 and PMI act hi M6P 1.2.
For O=C(Cc1ccccc1)N1CCN(Cc2ccc([N+](=O)[O-])cc2)CC1 the results were SRC2 TRFRET art 1705, ROMK mod -0.41, G6PDH counter -5, PMI act 1.1, Diaph act CS 0.9, PPARg SRC1 recr 0, PPARg SRC-3 ag -1, PPARg SRC2 recr -3, S1P3 antag -6, Diaph inh CS 14 and PMI act hi M6P 1.1.
For CN(C)c1nc(-c2ccccc2)[n+](C)s1 the results were SRC2 TRFRET art 1643, G6PDH counter 2, PMI act 1.1, Diaph act CS 0.9, PPARg SRC1 recr 4, PPARg SRC-3 ag 10, PPARg SRC2 recr 15, S1P3 antag -13, Diaph inh CS 5 and PMI act hi M6P 1.
`Cc1c(C(=O)O)cccc1-n1c(C)cc(/C=C2\C(=O)NC(=O)N(c3ccc4c(c3)OCO4)C2=O)c1C` gave SRC2 TRFRET art 1488, G6PDH counter 8, PMI act 1.4, Diaph act CS 0.8, PPARg SRC1 recr 8, PPARg SRC-3 ag -2, PPARg SRC2 recr -3, S1P3 antag -16, Diaph inh CS 18 and PMI act hi M6P 1.4.
For NC(=O)OCCSc1nnc(-c2cccc(C(N)=S)c2)o1 the results were SRC2 TRFRET art 1589, G6PDH counter 2, PMI act 1.1, Diaph act CS 0.8, PPARg SRC1 recr 8, PPARg SRC-3 ag 1, PPARg SRC2 recr 1, S1P3 antag 27, Diaph inh CS 16 and PMI act hi M6P 1.1.
For CCOc1ccc(C2(C#N)CC[N+](C)(C)CC2)cc1 the results were SRC2 TRFRET art 1523, G6PDH counter 5, PMI act 1, Diaph act CS 0.9, PPARg SRC1 recr 2, PPARg SRC-3 ag 2, PPARg SRC2 recr 6, Diaph inh CS 6 and PMI act hi M6P 1.
`Cc1ccc(O)c(CN2CCN(c3ccccc3)CC2)c1` gave SRC2 TRFRET art 1412, G6PDH counter 3, PMI act 0.9, Diaph act CS 0.9, PPARg SRC1 recr 5, PPARg SRC-3 ag 0, PPARg SRC2 recr 8, S1P3 antag -16, Diaph inh CS 9 and PMI act hi M6P 1.
For CCn1c(O)c(C=NCc2cccs2)c(=O)[nH]c1=O the results were SRC2 TRFRET art 1350, G6PDH counter -16, PMI act 0.9, Diaph act CS 0.9, PPARg SRC1 recr 2, PPARg SRC-3 ag 0, PPARg SRC2 recr -6, S1P3 antag -4, Diaph inh CS 14 and PMI act hi M6P 1.
Screening O=c1[nH]sc2cc(F)ccc12 returned SRC2 TRFRET art 1662, ROMK mod -7.6*, G6PDH counter 12, PMI act 0.5, Diaph act CS 1, PPARg SRC1 recr 2, PPARg SRC-3 ag 8, PPARg SRC2 recr 10, S1P3 antag -6, Diaph inh CS -2 and PMI act hi M6P 0.6.
CC(C)Oc1ccc(CCN)cc1Cl was read as SRC2 TRFRET art 1552, G6PDH counter -3, PMI act 0.9, Diaph act CS 0.9, PPARg SRC1 recr -4, PPARg SRC-3 ag -3, PPARg SRC2 recr -12, S1P3 antag 0, Diaph inh CS 8 and PMI act hi M6P 1.
For O=C(c1c[nH]c2ccc(S(=O)(=O)N3CCC4(CC3)OCCO4)cc2c1=O)N1CCC2(CC1)OCCO2 the results were SRC2 TRFRET art 1851, ROMK mod 0.71, G6PDH counter 1, PMI act 1.2, Diaph act CS 1.1, PPARg SRC1 recr 9, PPARg SRC-3 ag 3, PPARg SRC2 recr 11, S1P3 antag -6, Diaph inh CS -6 and PMI act hi M6P 1.
For C[C@H]1CC[C@@H]2[C@@H](C)[C@H]3[C@H](C[C@H]4[C@@H]5CC=C6C[C@@H](O[C@@H]7O[C@H](CO)[C@H](O)[C@H](O[C@@H]8O[C@H](CO)[C@@H](O)[C@H](O)[C@H]8O)[C@H]7O[C@@H]7O[C@@H](C)[C@H](O)[C@@H](O)[C@H]7O)CC[C@]6(C)[C@H]5CC[C@]34C)N2C1 the results were SRC2 TRFRET art 1432, ROMK mod -0.41, G6PDH counter -2, PMI act 1.2, Diaph act CS 1, PPARg SRC1 recr -8, PPARg SRC-3 ag 0, PPARg SRC2 recr 4, S1P3 antag -8, Diaph inh CS -1 and PMI act hi M6P 1.1.
COc1ccc(OC)c(NP(=O)(Oc2ccc(Cl)cc2)Oc2ccc(Cl)cc2)c1 was read as SRC2 TRFRET art 1589, ROMK mod -0.14, G6PDH counter -12, PMI act 0.8, Diaph act CS 0.7, PPARg SRC1 recr 4, PPARg SRC-3 ag 5, PPARg SRC2 recr -1, S1P3 antag 0, Diaph inh CS 26 and PMI act hi M6P 0.9.
For Nc1ccc(C2(c3ccc(N)cc3)CCCCC2)cc1 the results were SRC2 TRFRET art 1735, ROMK mod 0.1, G6PDH counter 8, PMI act 1, Diaph act CS 0.8, PPARg SRC1 recr 8, PPARg SRC-3 ag 6, PPARg SRC2 recr 2, S1P3 antag -12, Diaph inh CS 19 and PMI act hi M6P 0.8.
Screening Cc1nc2sccc2c(=O)n1-c1ccccc1Cl returned SRC2 TRFRET art 1618, ROMK mod 0.23, G6PDH counter 2, PMI act 1, Diaph act CS 1, PPARg SRC1 recr 2, PPARg SRC-3 ag -4, PPARg SRC2 recr -2, Diaph inh CS 4 and PMI act hi M6P 1.2.
COc1ccc(Cn2c(O)c(C=NCCN3CCOCC3)c(=O)[nH]c2=O)cc1 was read as SRC2 TRFRET art 1406, ROMK mod 0.078, G6PDH counter -5, PMI act 1.1, Diaph act CS 0.9, PPARg SRC1 recr -3, PPARg SRC-3 ag -7, PPARg SRC2 recr 11, Diaph inh CS 9 and PMI act hi M6P 1.2.
For CC1(C)C2CC=C(CN3CCC(O)CC3)C1C2 (centres undefined) the results were SRC2 TRFRET art 1649, ROMK mod -0.57, G6PDH counter 10, PMI act 0.9, Diaph act CS 0.9, PPARg SRC1 recr 5, PPARg SRC-3 ag 5, PPARg SRC2 recr 7, S1P3 antag 2, Diaph inh CS 12 and PMI act hi M6P 1.
Screening CCn1c(NN=O)nc2ccccc21 returned SRC2 TRFRET art 1729, G6PDH counter 6, PMI act 1, Diaph act CS 1, PPARg SRC1 recr 2, PPARg SRC-3 ag 3, PPARg SRC2 recr 0, S1P3 antag 5, Diaph inh CS 4 and PMI act hi M6P 1.1.
`COc1ccc(C=C2C(=O)N(C)C(=O)N(C)C2=O)cc1CSc1ccccn1` gave SRC2 TRFRET art 1560, G6PDH counter 7, PMI act 1.1, Diaph act CS 0.9, PPARg SRC1 recr 6, PPARg SRC-3 ag -3, PPARg SRC2 recr 9, Diaph inh CS 9 and PMI act hi M6P 1.1.
Cc1cccc(-n2c(C)nc3cc(C(=O)N4CCC5(CC4)OCCO5)ccc32)c1 was read as SRC2 TRFRET art 1493, ROMK mod -2.1, G6PDH counter 3, PMI act 1.1, Diaph act CS 0.9, PPARg SRC1 recr -4, PPARg SRC-3 ag 10, PPARg SRC2 recr 3, Diaph inh CS 6 and PMI act hi M6P 1.1.
`CN1C(=O)C(=Cc2ccccc2OCc2ccc(Cl)cc2)C(=O)N(C)C1=O` gave SRC2 TRFRET art 1586, G6PDH counter 7, PMI act 1, Diaph act CS 0.8, PPARg SRC1 recr -14, PPARg SRC-3 ag 4, PPARg SRC2 recr -5, S1P3 antag 0, Diaph inh CS 17 and PMI act hi M6P 1.1.
CCCCn1c(O)c(C(C)=Nc2ccc(OCC)cc2)c(=O)[nH]c1=O was read as SRC2 TRFRET art 1563, G6PDH counter -4, PMI act 0.8, Diaph act CS 0.8, PPARg SRC1 recr 3, PPARg SRC-3 ag 12, PPARg SRC2 recr 3, S1P3 antag -7, Diaph inh CS 24 and PMI act hi M6P 0.8.
N[C@@H](Cc1c[nH]c2ccccc12)c1nnc(SCc2ccc(Cl)cc2)o1 was read as SRC2 TRFRET art 1458, G6PDH counter 12, PMI act 0.9, Diaph act CS 0.7, PPARg SRC1 recr -1, PPARg SRC-3 ag 5, PPARg SRC2 recr 5, S1P3 antag -67, Diaph inh CS 32 and PMI act hi M6P 0.9.
`O=c1c2ccccc2nc(CSc2ncnc3nc[nH]c23)n1-c1ccc(Cl)c(Cl)c1` gave SRC2 TRFRET art 1612, ROMK mod -1.1, G6PDH counter 6, PMI act 1, Diaph act CS 0.8, PPARg SRC1 recr -5, PPARg SRC-3 ag -2, PPARg SRC2 recr 2, Diaph inh CS 16 and PMI act hi M6P 1.
Screening COc1ccc2nc3oc(C(=O)N4CCC5(CC4)OCCO5)cc3cc2c1 returned SRC2 TRFRET art 1743, ROMK mod -0.17, G6PDH counter -3, PMI act 1, Diaph act CS 0.9, PPARg SRC1 recr 2, PPARg SRC-3 ag 3, PPARg SRC2 recr 10, S1P3 antag 8, Diaph inh CS 8 and PMI act hi M6P 0.9.

Looked up one by one from the list above, 2 records:
`CN1C(=O)C(=Cc2ccccc2OCc2ccc(Cl)cc2)C(=O)N(C)C1=O` gave SRC2 TRFRET art 1586, G6PDH counter 7, PMI act 1, Diaph act CS 0.8, PPARg SRC1 recr -14, PPARg SRC-3 ag 4, PPARg SRC2 recr -5, S1P3 antag 0, Diaph inh CS 17 and PMI act hi M6P 1.1.
Screening CCn1c(NN=O)nc2ccccc21 returned SRC2 TRFRET art 1729, G6PDH counter 6, PMI act 1, Diaph act CS 1, PPARg SRC1 recr 2, PPARg SRC-3 ag 3, PPARg SRC2 recr 0, S1P3 antag 5, Diaph inh CS 4 and PMI act hi M6P 1.1.

Screens from PubChem BioAssay.
